Screening results as filed in PubChem.
mcGAS MS inh: mouse cGAS inhibition by mass spec; 130,000 tested, 0.18% active; AID 1259397; recombinant mouse cGAS, cGAMP by RapidFire MS; inhibition, % at 12.5 µM;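 active means inhibition of cGAS enzyme activity at or above 60%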;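 further: enzyme stimulated by 45 bp dsDNA with ATP and GTP substrates; cGAMP share of summed cGAMP plus half ATP and half GTP signals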
Target sequence (Q8C6L5 whole entry, looked up): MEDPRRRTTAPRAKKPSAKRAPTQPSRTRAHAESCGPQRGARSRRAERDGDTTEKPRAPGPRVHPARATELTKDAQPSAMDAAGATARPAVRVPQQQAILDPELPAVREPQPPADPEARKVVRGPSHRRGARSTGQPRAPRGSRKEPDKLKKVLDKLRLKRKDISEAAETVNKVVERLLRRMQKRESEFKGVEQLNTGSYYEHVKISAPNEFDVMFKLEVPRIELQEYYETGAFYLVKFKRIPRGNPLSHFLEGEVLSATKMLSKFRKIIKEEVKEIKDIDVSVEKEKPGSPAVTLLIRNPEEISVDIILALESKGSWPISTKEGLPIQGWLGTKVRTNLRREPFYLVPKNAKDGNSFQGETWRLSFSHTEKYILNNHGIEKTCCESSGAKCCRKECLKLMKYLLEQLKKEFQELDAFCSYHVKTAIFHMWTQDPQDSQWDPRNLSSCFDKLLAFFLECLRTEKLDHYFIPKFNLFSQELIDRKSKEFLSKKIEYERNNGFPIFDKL
The depositor's hits bear a star; & = joins results of further samples. The list is partial; count on the stated rates, not on these rows.

SMILES	mcGAS MS inh
Cc1ccc(CC2N=NC(=NNC(=O)c3ccccc3Cl)NC2=O)cc1 (centres undefined)	-8.2
COc1ccc(Cn2c(-c3snnc3-c3ccccc3)n[nH]c2=S)cc1	1.6
S=C(NC1CC1)N(Cc1ccco1)Cc1cccs1	-7.0
CC1CC(OC(=O)c2cc3c(s2)CCCC3)C(=O)O1 (centres undefined)	-0.6
CC(C(=O)Nc1ccc(S(N)(=O)=O)cc1)N(C)CCOc1ccccc1F (centres undefined)	-9.7
Cc1[nH]c2c(C)cccc2c(=O)c1CC=C(Cl)Cl	-0.1
Nc1nccnc1C(=O)N1CCN(CC(=O)Nc2ccc(OC(F)(F)F)cc2)CC1	-31.1
O=C(Nc1ccccc1)C1CCOC1=O (centres undefined)	-8.3
Cc1cc(C2CCC2)nc(NCCN2CCCC2)n1	-14.1
Cc1ccc(S(=O)(=O)N2CCc3c(cnn3-c3ccc(Cl)cc3Cl)C2)cc1	-5.5
Cc1ccc2c(c1)c1c3n2CCN(CC#N)C3CCC1 (centres undefined)	-50.0
Cc1nn(-c2ccccc2)c(C)c1C1C(=O)NCCN1C(=O)Nc1ccccc1F (centres undefined)	-9.3
CCOC(=O)C1(C)CCCCCN1C(=O)c1ccnc(Cl)c1 (centres undefined)	9.9
Cc1cc(Nc2ccc3c(n2)C(=O)N([C@H](C)C(=O)NCC2CCOCC2)C3)n(C)n1	7.4
CCS(=O)(=O)NC(=O)C1(C)CCN1C(=O)c1ccc(C(F)(F)F)nc1C (centres undefined)	-15.4
CC(C)(C)SCCn1cc(C2CC=CCC2)nn1 (centres undefined)	7.0
Cc1ccc(NC(=O)CC(=O)NCCc2nc(C)cc(C(F)(F)F)n2)cc1	-17.3
O=C(O)c1ccc2c(c1)n(C[C@@H](O)CO)c(=O)n2CCc1ccccc1	10.7
O=C(NC1CCN(C(=O)C2CCCC2)C1)c1cccc2cc[nH]c12 (centres undefined)	12.7
O=C(NCc1cccnc1)c1ccc(CSc2ncn[nH]2)o1	-18.9
CC1CCCCN1CCN(C)C(=O)/C=C/c1ccccc1 (centres undefined)	-16.7
CC(CC(=O)Nc1cc2c(cc1Cl)OCCCO2)c1cccnc1 (centres undefined)	-12.8
O=C(O)C(Br)CC12CC3CC(CC(C3)C1)C2 (centres undefined)	-6.7
COc1ccc(NC(=O)c2nn(C)cc2[N+](=O)[O-])cc1	-4.4
Cc1cccc(OCCn2cnc3cc(C)c(C)cc32)c1	-2.8

Molecules listed so far that contain two or more sulfur atoms, in the order listed:
SMILES	mcGAS MS inh
COc1ccc(Cn2c(-c3snnc3-c3ccccc3)n[nH]c2=S)cc1	1.6
S=C(NC1CC1)N(Cc1ccco1)Cc1cccs1	-7.0

Carrying on.
SMILES	mcGAS MS inh
O=C1CSC(c2ccccc2C(F)(F)F)N1c1ccccn1 (centres undefined)	-10.8
COc1ccc(CN(C)CC(=O)Nc2c(C)cccc2C(C)C)cc1	-12.9
COc1ccc(C(=O)NCC2(N)CCCCCC2)c(OC)n1	-10.8
CCn1c(C2CCN(Cc3ccnc(C(C)C)n3)CC2)n[nH]c1=O	-2.8
CNc1ccccc1C(C)(C)c1cc(-c2ccccc2C)no1	25.5
Cc1cc(Br)c(OCCn2cnc3ccccc3c2=O)c(Br)c1	-1.0
CCOc1cc(-n2ncc(C(C)=O)c2C)nc(-c2ccccc2)n1	-34.9
CCn1cnc(S(=O)(=O)NCCC(C)C)c1	0.9
Cc1cnn(C(C)C(=O)N2CCc3[nH]nc(-c4ccc(F)c(F)c4)c3C2)c1 (centres undefined)	-9.9
Cc1cc(C(=O)N2CCN(c3nc4c(F)cc(F)cc4s3)CC2)nn1C	-3.0
N#Cc1ccccc1NC(=O)CSCc1ccccn1	-4.7
CCCOc1ccc(-c2c(=O)n(OCC)c3ccccc3[n+]2[O-])cc1	-9.8
O=C(c1ccc2c(=O)n3c(nc2c1)CCCCCC3)N1CCCCCC1	-5.9
CSc1ccc(CN2CCC2(C)C(=O)Nc2ccc(C)cc2)cc1 (centres undefined)	-4.9
O=C(Cc1cn2ccsc2n1)NN=Cc1ccc([N+](=O)[O-])o1	-8.3
COc1ccc(S(=O)(=O)N2CC(O)C[C@H]2C(=O)OCC(=O)Nc2ccc(Cl)cn2)cc1 (some centres undefined)	1.7
COc1coc(C(=O)NCc2cccnc2Oc2ccccc2F)cc1=O	-5.3
NC(=O)c1ccc(N2CCCC2)c(NC(=O)c2ccccc2)c1	0.1
Cc1ccc(-c2nc(NCCN3CCC(O)CC3)ncc2-c2ccncc2)cc1	-2.9
CC(C)c1nc2cc(C(=O)NCCc3nc(-c4ccccc4)no3)ccc2o1	-3.1
CC1C(=O)N2CCCc3cc(S(=O)(=O)Nc4ccccc4C(N)=O)cc1c32 (centres undefined)	-7.8
O=C(O)CC1C(=O)NCCN1Cc1cccnc1 (centres undefined)	-7.1
COc1ccc(NC(=O)c2sc(=O)n(Cc3ccccc3)c2C)cc1OC	-0.8
NC(=O)C1=CN2CCN(Cc3ccccc3)C(=O)N=C2O1	-10.3
Cc1cc(CN2CCN(C(=O)Nc3cccc4c3CCCC4)CC2)on1	-4.8

More results.
SMILES	mcGAS MS inh
CCN(CC)c1ncccc1CNCc1cccc(C(F)(F)F)c1	-8.1
COc1ccccc1C1(CNC(=O)C2CCN(S(C)(=O)=O)CC2)CCOCC1	-14.1
OCc1ccc(-c2nccn2CCCCc2ccccn2)o1	-6.5
CC(C)(C)c1ccc(-c2nn3c(N)cc(=O)nc3s2)cc1	34.3
COc1ccc(S(=O)(=O)N2CCC(NC(=O)COc3cc(C)cc(C)c3)CC2)cc1	-8.6
Cn1ccc(C(=O)NC2(C(=O)O)CCCCC2)cc1=O	3.0
Cc1cc(O)cc(=O)n1CCCC(=O)O	4.3
O=C1NCC(=O)N2CCN(C(=O)c3nc4ccccc4s3)CC12 (centres undefined)	-13.0
CN(Cc1ccc(O)cc1)CC1CCN(CCc2ccc(Cl)cc2)CC1	-7.4
COc1ccc(Cl)cc1NC(=O)COc1cc(C)on1	-2.8
Cc1ccc(C2=N/C(=C\C(Cl)=C\c3ccccc3)C(=O)O2)cc1	-9.0
COc1cc(Br)c(CC(=O)N(C)CC(=O)Nc2c(C)cccc2C)cc1OC	3.3
Cc1cc(C)n2c(SCCOc3cc(Cl)ccc3Cl)nnc2n1	-12.2
Cc1nn(C)cc1-c1ccnc(NCCCN2CCCC2)n1	-3.9
COc1ccc2[nH]cc(C(CC(=O)NCC3COc4ccccc4O3)c3ccc(C)nc3Cl)c2c1 (centres undefined)	0.8
Cc1ccc(C)c(NC(=O)CN(C)C(=O)CN(C)Cc2ccc(C(F)(F)F)cc2)c1	-10.9
Cn1c(SCCCC(=O)c2ccccc2)nc2ccsc2c1=O	-5.6
O=C(COC(=O)C=Cc1ccco1)NC1CCCC1	-2.2
COc1ccc(C)cc1C(C)NC(=O)c1cc2ccsc2[nH]1 (centres undefined)	-4.0
CNC(=O)Cn1nc(C2CC2)c2cnn(-c3ccc(F)cc3)c2c1=O	-8.9
CCn1c(C2CCN(S(=O)(=O)N3CCCC3)CC2)n[nH]c1=O	-7.1
CCN(CC)Cc1cnc2c(C(=O)NCc3cccc4[nH]ccc34)cnn2c1	-10.1
COCCN1CC(Cn2ccnc2-c2ccccc2SC)CC1=O (centres undefined)	3.4
CC(=O)c1oc2ccccc2c1NC(=O)CSC1CCCC1	-6.5
CC(C)(C)OC(=O)N1CCCCC1COC(=O)C1CCC(=O)NC1 (centres undefined)	3.5

Reformatted: 3 of the compounds above
| mcGAS MS inh | SMILES |
| --- | --- |
| 3.3 | COc1cc(Br)c(CC(=O)N(C)CC(=O)Nc2c(C)cccc2C)cc1OC |
| -12.2 | Cc1cc(C)n2c(SCCOc3cc(Cl)ccc3Cl)nnc2n1 |
| -3.9 | Cc1nn(C)cc1-c1ccnc(NCCCN2CCCC2)n1 |

2 consecutive compounds already listed:
SMILES	mcGAS MS inh
CCN(CC)c1ncccc1CNCc1cccc(C(F)(F)F)c1	-8.1
COc1ccccc1C1(CNC(=O)C2CCN(S(C)(=O)=O)CC2)CCOCC1	-14.1

Next part:
SMILES	mcGAS MS inh
Cn1nnc2c(=O)n(Cc3ccccc3Cl)cnc21	-0.9
Cc1ccc2nc(C)c(NC(=O)c3cccnc3Cl)c(=O)n2c1	-5.7
COCC(=O)N1CCCN(C(=O)[C@]23CC[C@](C)([C@@H](O)C2)C3(C)C)CC1	-30.6
O=C(CCc1ccc(S(=O)(=O)N2CCCC2)cc1)Nc1ccc2c(c1)OCCO2	-9.7
CCc1noc(C(C)SCC2CCCCO2)n1 (centres undefined)	-6.8
CCc1cnc(C)nc1-c1cccc(-n2cccn2)c1	-23.4
CC(C)S(=O)(=O)N(C)C(=O)c1cccc(OC2CCCC2)c1	-5.0
N#Cc1cccnc1N1CCN(C(C(N)=O)c2ccccc2)CC1 (centres undefined)	-6.8
CONC(=O)c1csc(-c2cc3ccccc3[nH]2)n1	5.4
CC(Sc1nncs1)c1ccc(C(F)(F)F)cc1 (centres undefined)	-0.5
Cc1ccc2[nH]c(=O)c(CN3CCCN([C@H]4COC[C@@H]4O)CC3)cc2c1	-5.5
COc1ccc(F)c(CNc2nc(N(C)C)nc3c2CCN(C(C)=O)C3)c1F	-4.6
CCOC(=O)c1ccc(Nc2ncnc3c2nnn3C)cc1	-7.6
O=C1NCCN2CCN(c3nc4ccc(Cl)cc4s3)CC12 (centres undefined)	-31.8
Cc1nn(C(=O)C(C)N2C(=O)c3ccccc3C2=O)c(C)c1Br (centres undefined)	33.3
O=C(NC1CCN(c2ncnc3cc(Cl)ccc23)CC1)c1ccccc1	-3.3
CCC(Nc1cccc(C)c1C)C(=O)Nc1cc(C)on1 (centres undefined)	-10.4&-3.2
CCOc1ncccc1C(=O)OC(C)C(=O)Nc1ccc(CC)cc1 (centres undefined)	-18.1
O=C(Nc1ccc(Cl)c2ncsc12)c1cccc(C(F)(F)F)c1	-4.0
CN1CCN(/N=C\c2ccc(-c3cc(Cl)ccc3Cl)o2)CC1	6.4
Cc1nc(C)c(C(=O)Nc2ccc(Cl)cc2C)s1	-2.8
CCOC(=O)C1(Cc2ccc(OC)cc2)CCN(C(=O)c2ccccc2SC)CC1	-13.4
O=C(Nc1cccc2cccnc12)c1nc(Cl)ccc1Cl	0.2
CCCOc1ccc(CNC(=O)NC(C)c2nc(C)cs2)cn1 (centres undefined)	-5.2
Cc1ccc(-n2ncc3c(=O)n(NC(=O)C4(c5ccc(Cl)cc5)CCCC4)cnc32)cc1	-5.4

(further entries)
SMILES	mcGAS MS inh
CC(OCC(F)(F)F)C(=O)Nc1ccc2c(c1)OC(C)(C)O2 (centres undefined)	-7.3
CC1CCCCN1CN1C(=O)CC2(CCCC2)C1=O (centres undefined)	7.1
COC(=O)c1cc(CN2CCN(c3ncnc4ccccc34)CC2)cs1	-3.7
OCCCNC1c2ccccc2CCc2ccccc21	-4.0
CCCCC(=O)NC1CCCC1SCC (centres undefined)	-1.7
COc1ccc2ccc(OCc3nc(C(=O)N4CCC(NC(C)=O)C4)co3)cc2c1 (centres undefined)	-7.6
O=C(NCc1nnc(-c2ccccc2)o1)c1cnn2c1CCCC2	-16.4
CC(=O)Nc1nc(C(=O)N(C)C(C)Cc2ccsc2)cs1 (centres undefined)	-7.2
CNc1cc(-c2ccccc2F)ncn1	-2.8
COc1cccc(C2c3c(oc4ccc(F)cc4c3=O)C(=O)N2c2cc(C)on2)c1 (centres undefined)	-14.7
CC1(C)CC(=O)C(C(=O)Nc2sc3ccccc3c2Cl)C(=O)C1	6.4
CCc1ccc(CN2CCC(CO)(CCOc3ccccc3)CC2)o1	-11.1
C=C1C(=O)[C@]23[C@H](O)[C@H]1CC[C@H]2[C@@]12CO[C@@]3(O)[C@H](O)[C@@H]1C(C)(C)CC[C@@H]2O	-13.0
C1CCCN(CC2CCNCC2)CC1	-3.4
CC1(C)CC(CCC(=O)Nc2nncs2)C(=O)O1 (centres undefined)	-14.4
CCC1(NC)C(=O)c2ccccc2C1=O	-18.6
CCCCNC(=S)NN=Cc1sccc1C	-4.9
O=C(Nn1ccc2c(cnc3nc(C(F)(F)F)nn32)c1=O)c1ccncc1	-2.2
CCOC(=O)C1=C(C)NN2C(=O)c3ccccc3NC2S1 (centres undefined)	-5.5
COc1cccc(CN2CCC2(C)C(=O)NCc2cccc3ccccc23)c1F (centres undefined)	-8.6
O=C(O)C1(O)C[C@H](O)C(O)[C@@H](O)C1 (some centres undefined)	-4.0
COc1cccc(CN(C)C(=O)c2ccc3nc(C4CCCCC4)oc3c2)c1	-12.8
Cn1ccnc1CN(C(=O)Cc1noc2ccccc12)C1CC1	-7.4
CCn1c(O)c(C=NC2CCCCCC2)c(=O)n(CC)c1=S	-3.1
C=CCNC(=S)NNC(=O)CCc1ccc(C)o1	-37.5

The listing continues.
SMILES	mcGAS MS inh
Cc1cc(OCc2cccc(C#N)c2)ccc1NC(=O)N1CCCC1	-13.7
Cc1nn(-c2ccccc2)c(C)c1[P+](N)(N1CCOCC1)N1CCOCC1	21.9&44.2
O=C(CCCc1cccs1)OCCc1cn[nH]c1C(F)(F)F	-41.0
Cc1ccc2cc(CCNC(=O)CC3CCCCC3)c(=O)[nH]c2c1C	-4.3
O=c1cc(-c2ccc3ccccc3c2)[nH][nH]1	14.7
Cc1ccn(C(=O)c2ccc(Br)cc2)n1	-1.2
CC(=O)Nc1ccc(CNCCSCc2ccccc2F)cc1	-21.3
CN(Cc1nc2ccccc2o1)c1nc2nonc2nc1N1CCSCC1	-11.9
COc1ccc(-n2nc3c(c2NC(=O)/C=C\c2ccc(OC)c(OC)c2)CS(=O)(=O)C3)cc1	-0.8
O=C(CCCn1cnnn1)N1CCc2onc(-c3cccc(F)c3)c2C1	-10.1
O=C1NC(c2cc3cc(F)ccc3o2)Nc2ncccc21 (centres undefined)	-22.6
O=C(NC(C(=O)NCCN1CCOCC1)C12CC3CC(CC(C3)C1)C2)C1CCCCC1 (centres undefined)	-14.1
CN(CC1COc2ccccc2O1)C(=O)CCn1cnc2sccc2c1=O (centres undefined)	-3.8

Fetched by compound from the entries so far (4):
SMILES	mcGAS MS inh
O=C1NC(c2cc3cc(F)ccc3o2)Nc2ncccc21 (centres undefined)	-22.6
CN(CC1COc2ccccc2O1)C(=O)CCn1cnc2sccc2c1=O (centres undefined)	-3.8
O=c1cc(-c2ccc3ccccc3c2)[nH][nH]1	14.7
COc1ccc(-n2nc3c(c2NC(=O)/C=C\c2ccc(OC)c(OC)c2)CS(=O)(=O)C3)cc1	-0.8
